# Screening data deposited in PubChem BioAssay by National Center for Advancing Translational Sciences (NCATS).
# UbGFP stabilizer: proteasome inhibitors stabilizing ubiquitin-GFP reporter; Ubiquitin-GFP reporter cells, proteasome inhibition, GFP fluorescence; response scale: untreated = 0%, 10 µM MG-132 = 100%; Potency, µM (series often up to 45.9 µM), for the others: top-dose activation (GFP accumulation), most hits filed as activators; 67,000 tested, under 10 active; AID 526; active = well fitted activation curve with a large enough effect, not every such curve was filed as active; inconclusive = small, poorly fitted or top-dose-only effect, or another doubt; inactive = no such curve, though single readings can be large or run the other way; also: potency is read from the fitted curve at half-maximal effect
#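 Proteasome block read as GFP accumulation: ubiquitin(G76V)-GFP U2OS cells exposed to compound (2.9 nM–46 uM) for 4 hr at 37 C. Normalization used untreated cells as 0% and 10 uM MG-132 as 100%; concentration-response curves fitted.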
# Fluorescein fluor: compound autofluorescence in fluorescein spectral region; max fluorescein-equivalent concentration, M; 59,000 tested, 0.91% active; Compound autofluorescence, 480/540 nm, fluorescein-equivalent; stronger effect = higher value; in the data active = max fluorescein-equivalent concentration above about 10 nM; inconclusive = between about 1.1 nM and that limit
#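 In this qHTS profile, compound fluorescence was measured with a 480 nm/540 nm filter pair following a 15-min room-temperature incubation in 100 mM Tris (pH 8.0). A six-point fluorescein series on each plate served for normalization.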
# ALOX15 inhib: blocks human 15-lipoxygenase activity | AID 887 | purified 15hLO-1, xylenol orange hydroperoxide absorbance | Potency, µM (titrated, usually from 57.1 µM), without a hit: top-dose activity change, negative = inhibition, usual class: inhibitors | 74,000 tested, 1.4% active; also: potency is read from the fitted curve at half-maximal effect; % is scaled to controls: 0 for no effect and ±100 for the full control effect; nearly all actives have a fitted effect of over 55% in size
# Target sequence (P16050 whole entry, looked up): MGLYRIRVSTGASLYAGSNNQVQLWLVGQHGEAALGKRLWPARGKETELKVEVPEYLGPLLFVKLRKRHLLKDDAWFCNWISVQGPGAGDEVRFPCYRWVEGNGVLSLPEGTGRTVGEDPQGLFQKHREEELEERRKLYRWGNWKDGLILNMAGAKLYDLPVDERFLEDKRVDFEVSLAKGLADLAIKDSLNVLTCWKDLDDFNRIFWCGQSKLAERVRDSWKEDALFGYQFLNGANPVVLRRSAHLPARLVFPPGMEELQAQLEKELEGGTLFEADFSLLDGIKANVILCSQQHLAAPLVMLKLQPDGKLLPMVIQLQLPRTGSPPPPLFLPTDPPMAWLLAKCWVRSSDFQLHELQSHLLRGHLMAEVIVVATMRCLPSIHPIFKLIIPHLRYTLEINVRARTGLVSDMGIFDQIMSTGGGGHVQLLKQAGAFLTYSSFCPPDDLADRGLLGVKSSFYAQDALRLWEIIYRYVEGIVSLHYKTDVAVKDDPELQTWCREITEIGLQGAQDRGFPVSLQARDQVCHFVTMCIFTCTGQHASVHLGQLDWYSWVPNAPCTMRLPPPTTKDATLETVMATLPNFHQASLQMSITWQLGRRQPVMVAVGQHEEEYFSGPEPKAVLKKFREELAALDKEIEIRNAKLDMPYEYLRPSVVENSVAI
#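 Compounds were preincubated 15 min at room temperature with 40 nM purified human enzyme (25 mM Hepes pH 7.5, 0.01% Triton X-100); 50 uM arachidonic acid reacted 6 min. Fe-xylenol orange detection, 30 min, absorbance ratio 573/405 nm.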
# Epigenetic mod: epigenetic GFP locus derepression in mouse cells | mouse C127i GFP locus derepression, cytometry, 30 h | Potency, µM (highest dose often 46.1 µM), for the others: at the highest dose GFP derepression (activation) | 68,000 tested, 0.09% active | AID 597; also: % of control where 0% means no effect
#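 Murine C127i mammary cells carrying a silenced, stably integrated CMV-driven GFP reporter were treated with compound for 30 hours at 37 C. After PBS washes, GFP-positive cells were counted by laser-scanning microplate cytometry.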
# DNA Pol III inh: blocks replication by bacterial DNA polymerase III holoenzyme | reconstituted DNA polymerase III holoenzyme replication, biochemical | Potency, µM (series often up to 57.1 µM), without a hit: top-dose activity change, negative = inhibition | 71,000 tested, 0.25% active; also: potency is read from the fitted curve at half-maximal effect; % is scaled to controls: 0 for no effect and ±100 for the full control effect
#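 Reconstituted *E. coli* holoenzyme (0.35 nM Pol III, 1 nM beta, 154 nM SSB, 2 nM primase) was preincubated with compound for 15 min at RT. Synthesis on 1.4 nM ssM13Gori ran 35 min, then was stopped with PicoGreen/EDTA and read as dsDNA fluorescence.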
# HBB splicing: hemoglobin beta splicing modulation; Potency, µM (doses to about 46.1 µM), for inactives: at the highest dose activation, actives largely listed as activators; HBB splicing reporter cell assay, activation; EGFP reporter with mutant IVS2-654 intron; response scale: normalised to 500 nM splice-correcting PNA; AID 925; 65,000 tested, 0.06% active; also: potency is read from the fitted curve at half-maximal effect; 0% is about no effect
#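 HeLa cells stably expressing EGFP interrupted by mutant beta-globin intron 2 (IVS2-654), 500/well in 2% FCS. Treated with compound for 2 days at 37C. Splicing correction scored as total well GFP intensity (488 nm excitation, 500-520 nm emission); 500 nM antisense PNA served as control.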
# HADH2 inh: blocks human hydroxyacyl-CoA dehydrogenase type II. Q99714. recombinant HADH2, NADH fluorescence, beta-hydroxybutyryl-CoA. Potency, µM (highest dose often 57.1 µM), for inactives: at the top dose activity change, negative = inhibition, usual class: inhibitors. 73,000 tested, 3.4% active. AID 886; also: potency is read from the fitted curve at half-maximal effect; % is scaled to controls: 0 for no effect and ±100 for the full control effect; nearly all actives have a fitted effect of over 60% in size; many of its hits are not listed in these tables
# Target sequence (Q99714 whole entry, looked up, one chain of several): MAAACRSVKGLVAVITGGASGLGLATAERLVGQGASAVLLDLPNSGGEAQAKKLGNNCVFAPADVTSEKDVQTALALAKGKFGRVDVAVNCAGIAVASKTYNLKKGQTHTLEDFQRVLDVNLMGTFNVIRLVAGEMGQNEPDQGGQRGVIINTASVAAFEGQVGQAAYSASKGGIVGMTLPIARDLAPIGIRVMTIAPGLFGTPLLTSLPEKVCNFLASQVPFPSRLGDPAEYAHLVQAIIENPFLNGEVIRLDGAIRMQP
#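 Buffer 100 mM Tris-HCl pH 9.0/0.01% Tween-20; HADH2 20 nM; NAD+ 1 mM; beta-hydroxybutyryl-CoA 90 uM (all final). 15 min cpd preincubation, RT.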
# Texas Red fluor: Texas Red region autofluorescence. Compound fluorescence, Texas Red channel, 547/618 nm; stronger effect = higher value. max dye-equivalent concentration, M. 59,000 tested, 0.06% active; in the data active = max dye-equivalent concentration above about 10 nM; inconclusive = between about 1.1 nM and that limit
#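 Spectral interference profiling: each compound concentration's relative fluorescence, read with a 547 nm excitation and 618 nm emission filter pair, was normalized to a per-plate Texas Red standard curve.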
# Rhodamine fluor: compound autofluorescence in rhodamine spectral region. Rhodamine-region fluorescence, 547/598 nm, Tris buffer; stronger effect = higher value. max dye-equivalent concentration, M. 59,000 tested, 0.05% active. AID 594; in the data active = max dye-equivalent concentration above about 11 nM; inconclusive = between about 1.1 nM and that limit
#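 Compounds in 100 mM Tris buffer, pH 8.0, were incubated 15 min at room temperature, then read at 547 nm excitation and 598 nm emission. Fluorescence was normalized against a per-plate six-point rhodamine standard curve as dye-equivalent concentration.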
# 4-MU autofl: compound fluoresces in the 4-MU spectral region; compound autofluorescence, 340/450 nm, 4-MU equivalents; stronger effect = higher value; max dye-equivalent concentration, M; 59,000 tested, 11% active; AID 589; in the data active = max dye-equivalent concentration above about 10 nM; inconclusive = mostly about 1.1 nM to 9.6 nM
#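 Compounds in 100 mM Tris, pH 8.0, incubated 15 min at room temperature, then fluorescence read at 340 nm excitation/450 nm emission. Signal converted to 4-MU dye-equivalent concentration using an on-plate six-point 4-MU standard curve.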
# Hsp90 Hop PPI: changes Hsp90-Hop TPR2A binding signal, up or down; Potency, µM (doses to about 57 µM), without a hit: top-dose activity change, negative = inhibition; 71,000 tested, 0.44% active; AID 595; AlphaScreen TPR2A-His6 binding biotin-Hsp90 C-terminal peptide; active = well fitted curve in either direction with a large enough effect; inconclusive = small, poorly fitted or top-dose-only effect, or another doubt; also: potency is read from the fitted curve at half-maximal effect; % is scaled to controls: 0 for no effect and ±100 for the full control effect; many of its hits are not listed in these tables
# An asterisk follows results filed as active; i = inactive; ? = inconclusive; / = no result given; [ ] = remark or other dose. Unless noted, calls follow the shape of the dose curve; as a rule, active = well fitted curve in the direction sought with a large enough effect; inconclusive = small, poorly fitted or top-dose-only effect, or another doubt; inactive = no such curve, though single readings can be large; an effect the other way counts as inactive or inconclusive. The list is partial; the hit share may differ from the screen's.
# Screens in order: UbGFP stabilizer	Fluorescein fluor	ALOX15 inhib	Epigenetic mod	DNA Pol III inh	HBB splicing	HADH2 inh	Texas Red fluor	Rhodamine fluor	4-MU autofl	Hsp90 Hop PPI
CCN(CC)C(=O)Cn1cnc2c1c(=O)n(C)c(=O)n2C
→ 6%	?	2%	-3%	-3%	/	4%	i	i	i	0%
CCOC(=O)CCSc1nc(C)cc(C(F)(F)F)c1C#N
→ 9%	1.5e-08M*	-4%	?	1%	1.7%	5%	i	i	i	29%
CCN(CC)CCN1C(=O)C(=O)/C(=C(/O)c2ccc(OCC(C)C)cc2)C1c1ccncc1 (stereo unspecified)
→ -2%	i	5%	0%	-5%	-0.4%[57.5 µM]	0%	?	i	i	-2%
CC(C)(C)n1nnnc1C(c1ccccc1)N1CCc2ccccc2C1 (stereo unspecified)
→ 3%	i	8%	2%	-10%	-0.3%[57.5 µM]	-1%	i	i	i	-2%
COc1cc2c(C(=O)N3CCN(C4CCCCC4)CC3)cn(CC(C)C)c(=O)c2cc1OC
→ -4%	i	1%	1%	-3%	-2.4%	2%	i	i	i	0%
COC(=O)Nc1c(-c2ccccc2)nc2ccc(C)cn12
→ 1%	i	3%	-1%	-1%	-3.6%	32µM*	?	i	?	-1%
Cc1nnc(SCC(=O)N(C(C)C)C(C)C)nc1C
→ -1%	i	4%	-2%	-4%	/	9%	i	i	i	0%
C[N+](C)(C)CCOC(=O)CCC(=O)OCC[N+](C)(C)C
→ 6%	?	5%	0%	0%	1.3%	-5%	i	i	i	-3%
COc1cc(OC)c(C(=O)CCCCN2CCC3(CC2)NC(=O)NC3=O)cc1NS(=O)(=O)c1ccc(C(F)(F)F)cc1
→ -2%	/	?	-1%	-1%	/	-1%	/	/	/	-7%
Cc1ccc(C)c(N2C(=O)CN=C2Nc2ccccc2Cl)c1
→ 0%	?	3%	-2%	-2%	0.9%	0%	i	i	1.4e-08M*	-2%
COc1ccc(N2C(=O)c3ccc(NC(C)=O)cc3C2=O)cc1
→ 2%	i	3%	0%	-5%	/	20%	i	i	i	-1%
CC=C(/C(=C/C)c1ccc(O)cc1)c1ccc(O)cc1
→ 6%[20.5 µM]	?	?	3%[20.6 µM]	-2%[25.6 µM]	-1.3%[20.6 µM]	?	i	i	i	2%[26 µM]
CCOC(=O)NC(Nc1cc(C)ccn1)(C(F)(F)F)C(F)(F)F
→ -1%	/	6%	4%	-6%	0.1%[9.22 µM]	1%	/	/	/	2%
COc1ccc(NC(=O)C2CCCCN2S(=O)(=O)c2ccc(F)cc2)c(OC)c1 (stereo unspecified)
→ 11%	?	-13%	3%	-1%	-2.3%	11%	?	i	i	-9%
O=C(Cc1cccs1)Nc1nc2ccccc2s1
→ -8%	i	1%	8%	-3%	0.0%[57.5 µM]	-16%	?	i	i	3%
Cc1ccccc1NC(=O)CSc1nc(N)c(C#N)c(-c2cccs2)c1C#N
→ -6%	i	-20%	0%	-4%	-5.7%[0.369 µM]	?	i	i	2e-07M*	-2%
COc1cccc2cc(C(=O)NC3CC(C)(C)NC(C)(C)C3)c(=O)oc12
→ 2%	?	6%	-3%	-4%	0.2%	3%	i	i	i	-2%
CNC(=O)Cn1nc(C)c2ccccc2c1=O
→ 3%	i	1%	-2%	-6%	/	2%	i	i	i	5%
COc1ccc(CNc2cc(-c3ccccc3OC)ncn2)c(OC)c1
→ -7%	i	25µM*	1%[9.22 µM]	2%	0.0%	?	i	i	i	-12%
CC(NC(=O)c1ccc(CS(=O)(=O)Cc2ccccc2F)o1)c1ccc2c(c1)OCCO2 (stereo unspecified)
→ -4%	i	0%	0%	8%	-1.2%	-9%	?	i	i	-12%

# (next part)
# Screens in order: UbGFP stabilizer	Fluorescein fluor	ALOX15 inhib	Epigenetic mod	DNA Pol III inh	HBB splicing	HADH2 inh	Texas Red fluor	Rhodamine fluor	4-MU autofl	Hsp90 Hop PPI
CCOC(=O)c1c(C)n(C)c2ccc(O)c(S(=O)(=O)c3ccccc3)c12
→ /	i	/	0%[20.6 µM]	/	/	/	i	i	i	/
Cc1cc(C)n(C(=O)c2ccc(S(=O)(=O)N3CCCC3)cc2)n1
→ 1%	i	-2%	-3%	-4%	-0.9%	3%	i	i	i	-4%
COCCn1nnnc1CN(Cc1cc2cc(OC)c(OC)cc2[nH]c1=O)C1CCCC1
→ -5%	?	?	-2%	1%	/	37%[activator]	i	i	1.5e-07M*	-4%
CCOC(=O)C1=C(C)NC2=C(C(=O)CCC2)C1c1cccnc1 (stereo unspecified)
→ -3%	i	6%	2%	-3%	0.2%	?	i	i	9.1e-07M*	-1%
COc1ccc(C(c2nnnn2Cc2ccccc2)N2CCN(C(=O)c3ccco3)CC2)cc1OC (stereo unspecified)
→ 5%	?	-17%	2%	-2%	-4.2%	-1%	?	i	i	-3%
CC1(c2ccccc2)NC(=O)N(CC(=O)N2CCOCC2)C1=O (stereo unspecified)
→ -1%	i	10%	4%	-5%	-0.2%[57.5 µM]	11%	i	i	i	-2%
O=C(NS(=O)(=O)c1ccccc1)c1ccccc1O
→ -8%	i	0%	3%	1%	1.0%	-6%	?	i	?	-4%
COC(=O)CSc1nnc(CNC(=O)c2cccc(C)c2)n1-c1ccccc1OC
→ 11%	i	0%	6%	0%	1.0%	3%	?	i	i	-8%
CN1C(=O)CSc2ccc(NC(=O)N3CCN(c4ccccn4)CC3)cc21
→ -10%	?	-16%	0%	6%	-4.1%	-4%	i	i	i	-9%
O=C1CC(N2CCN(c3ccc(S(=O)(=O)N4CCOCC4)cc3)CC2)C(=O)N1Cc1ccccc1 (stereo unspecified)
→ -5%	i	6%	-2%	2%	-1.1%	5%	i	i	i	-1%
CC(C(=O)Nc1ccccn1)N1C(=O)C2C3C=CC(C3)C2C1=O (stereo unspecified)
→ 1%	i	2%	0%	-1%	-2.0%	4%	i	i	i	-8%
CN1CCc2cc(NC(=O)Nc3cccnc3)ccc21
→ 4%	i	6%	-2%	-2%	3.0%	9%	i	i	i	-18%
CC(C)CN(CC(C)C)C(=O)CS(=O)(=O)Cc1ccccc1
→ 7%	i	-5%	-2%	2%	0.4%	3%	i	i	i	-7%
COc1ccc(C(=O)Nc2ncc3c(n2)CC(c2ccco2)CC3=O)cc1 (stereo unspecified)
→ -5%	i	1%	4%	-4%	5.8%[0.369 µM]	-8%	i	i	i	-5%
O=C(Cc1ccc(Br)cc1)N1CCN(c2ccccc2)CC1
→ -4%	i	-6%	6%	-6%	-0.8%	2%	?	i	i	0%
COC(=O)NCC(c1cccnc1)N1CCN(c2ccccc2OC)CC1 (stereo unspecified)
→ -2%	?	8%	0%	-3%	0.4%	4%	i	i	i	-4%
O=C(NCCN1CCCC1)c1ccc(CS(=O)(=O)c2c(Cl)cccc2Cl)o1
→ 7%	/	5%	/	-6%	0.4%	4%	/	/	/	-5%[2.3 µM]
CSc1nnc2n(-c3ccc(C)cc3)c(=O)c3c4c(sc3n12)COC(C(C)C)C4 (stereo unspecified)
→ -5%	/	10%	/	-7%	0.2%	5%	/	/	/	-3%
COCCn1c(SCC(=O)N2CCCC2)nnc1-c1ccoc1C
→ 0%	i	14%	-2%	6%	-0.4%[57.5 µM]	8%	i	i	i	1%
O=C(CSc1nc2ccccc2[nH]1)c1cccs1
→ 1%	i	-6%	-2%	10%	-3.7%[57.5 µM]	?	i	i	i	?

# Compound profiles, from the list above. Screens in order: UbGFP stabilizer	Fluorescein fluor	ALOX15 inhib	Epigenetic mod	DNA Pol III inh	HBB splicing	HADH2 inh	Texas Red fluor	Rhodamine fluor	4-MU autofl	Hsp90 Hop PPI
# COCCn1nnnc1CN(Cc1cc2cc(OC)c(OC)cc2[nH]c1=O)C1CCCC1 reads -5%	?	?	-2%	1%	/	37%[activator]	i	i	1.5e-07M*	-4%
# O=C(NS(=O)(=O)c1ccccc1)c1ccccc1O reads -8%	i	0%	3%	1%	1.0%	-6%	?	i	?	-4%

# Three entries already listed, sorted by SMILES length, ascending:
# Screens in order: UbGFP stabilizer	Fluorescein fluor	ALOX15 inhib	Epigenetic mod	DNA Pol III inh	HBB splicing	HADH2 inh	Texas Red fluor	Rhodamine fluor	4-MU autofl	Hsp90 Hop PPI
O=C(NS(=O)(=O)c1ccccc1)c1ccccc1O
→ -8%	i	0%	3%	1%	1.0%	-6%	?	i	?	-4%
Cc1cc(C)n(C(=O)c2ccc(S(=O)(=O)N3CCCC3)cc2)n1
→ 1%	i	-2%	-3%	-4%	-0.9%	3%	i	i	i	-4%
COc1ccc(C(c2nnnn2Cc2ccccc2)N2CCN(C(=O)c3ccco3)CC2)cc1OC (stereo unspecified)
→ 5%	?	-17%	2%	-2%	-4.2%	-1%	?	i	i	-3%
